# DYRK1A inh: rat Dyrk1A kinase inhibitors, primary screen, biochemical, single point, plate reader | inhibition, % at 12.5 µM | 310,000 compounds, 0.43% hits | ADP-Glo luminescence, NFATc1 peptide | Dual specificity tyrosine-phosphorylation-regulated kinase 1A (Rattus norvegicus), Q63470; in the data active means inhibition above about 50%;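 further: plate controls were vehicle with enzyme for no effect and no enzyme for full effect; many of its hits are not listed in these tables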
# KCNQ1 act: potentiators or activators of KCNQ1 channel, primary screen, cell-based, thallium flux, high-throughput; Potassium voltage-gated channel subfamily KQT member 1 (Homo sapiens), P51787; CHO-K1 KCNQ1, thallium flux FluxOR fluorescence; hits give high values; B-score at 10 µM; 310,000 compounds, 0.35% hits; AID 2648, 2010;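 active means fluorescence ratio B-score, a plate-corrected score, at least three library SD, with initial intensity B-score within 5 SD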
# Target sequence (P51787 whole entry, looked up): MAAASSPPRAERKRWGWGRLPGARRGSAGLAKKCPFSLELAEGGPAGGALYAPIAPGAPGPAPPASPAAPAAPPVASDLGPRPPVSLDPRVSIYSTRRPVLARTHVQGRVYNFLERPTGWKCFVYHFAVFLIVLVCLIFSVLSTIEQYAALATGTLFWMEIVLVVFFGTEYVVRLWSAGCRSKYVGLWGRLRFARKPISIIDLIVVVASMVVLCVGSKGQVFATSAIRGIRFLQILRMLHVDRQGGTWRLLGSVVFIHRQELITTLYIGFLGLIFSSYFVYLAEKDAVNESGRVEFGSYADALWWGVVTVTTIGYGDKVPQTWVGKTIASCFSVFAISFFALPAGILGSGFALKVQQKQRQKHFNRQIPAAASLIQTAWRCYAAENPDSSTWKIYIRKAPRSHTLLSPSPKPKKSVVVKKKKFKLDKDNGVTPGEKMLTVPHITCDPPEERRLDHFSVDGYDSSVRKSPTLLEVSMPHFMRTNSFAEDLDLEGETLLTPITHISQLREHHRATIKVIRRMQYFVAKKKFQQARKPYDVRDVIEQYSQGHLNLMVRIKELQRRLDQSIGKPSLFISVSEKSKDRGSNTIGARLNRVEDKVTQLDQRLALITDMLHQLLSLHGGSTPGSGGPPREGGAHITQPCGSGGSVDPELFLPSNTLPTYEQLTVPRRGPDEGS
#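 Schedule – 37 °C overnight plating, 90-min dark dye load, 20-min compound pretreatment · System – stable KCNQ1 CHO-K1 line · Probe or stimulus – thallium- and potassium-containing depolarizing buffer · Measured by – kinetic FluxOR fluorescence, 10 s baseline plus 110 s post-stimulus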
# TRPC4 inh: inhibitors of mouse TRPC4 channel, primary screen, Fluo4 calcium, HEK293 TRPC4beta/mu-opioid cells; Short transient receptor potential channel 4 (Mus musculus), Q9QUQ5; DAMGO-evoked Fluo4 calcium flux; hits give low values; B-score at 10 µM; 300,000 compounds, 0.39% hits; AID 2247, 2010;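 active means B-score over 3 SD under the library average, no early fluorescence shift, positive overall ratio signal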
#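 material = TRPC4beta/mu-opioid receptor HEK293 cell line | probe or stimulus = sequential submaximal and maximal DAMGO stimulation | compound dosing = one concentration per compound | measured by = Fluo4 Ca2+ flux fluorescence | evaluation = integrated fluorescence ratio relative to baseline, converted to per-well B score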
# KCNK3 block: human KCNK3 channel inhibitors, primary screen, CHO cells, FluxOR thallium flux, B-score. B-score at 10 µM. FluxOR fluorescence; hits give low values. 340,000 compounds, 0.84% hits;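 active means B-score under library mean minus 4 SD, starting fluorescence ratio at most library mean plus 5 SD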;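 further: more negative B-score means stronger inhibition of thallium flux through KCNK3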
# Target sequence (O14649 whole entry, looked up): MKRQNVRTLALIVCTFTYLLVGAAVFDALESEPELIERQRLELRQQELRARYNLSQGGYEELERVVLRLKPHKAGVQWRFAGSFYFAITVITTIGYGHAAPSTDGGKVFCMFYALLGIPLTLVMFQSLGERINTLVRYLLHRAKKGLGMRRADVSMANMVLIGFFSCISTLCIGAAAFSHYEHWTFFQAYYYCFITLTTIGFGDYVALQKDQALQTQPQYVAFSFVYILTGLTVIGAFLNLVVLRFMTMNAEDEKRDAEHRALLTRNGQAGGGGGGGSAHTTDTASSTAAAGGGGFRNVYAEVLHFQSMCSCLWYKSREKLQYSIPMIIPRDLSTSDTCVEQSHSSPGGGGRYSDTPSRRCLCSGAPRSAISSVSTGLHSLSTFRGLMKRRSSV
# TRPC4 act: activators of mouse TRPC4 channel, primary screen, Fluo4 calcium, HEK293 TRPC4beta/mu-opioid cells | Short transient receptor potential channel 4 (Mus musculus), Q9QUQ5 | Fluo4 calcium fluorescence; hits give high values | B-score at 10 µM | 310,000 compounds, 0.49% hits | AID 2237, 2010;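 active means B-score above 5 SD of library B-scores, and initial fluorescence ratio not above library mean plus 5 SD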;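 further: positive B-score marks a calcium rise read as TRPC4 activation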
#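 System: HEK293 cells stably co-expressing mouse TRPC4beta and mu-opioid receptor; Schedule: Fluo4 dye loading 45 min at room temperature, 110 s recording; Detection: Fluo4 fluorescence, kinetic; Evaluation: B-scored integrated calcium fluorescence ratio; Controls: buffer (low) and maximal DAMGO (high).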
# hERG rescue: hERG rescue from dofetilide block, primary screen, cell-based, CHO-hERG, FluxOR thallium flux, dofetilide IC70. Voltage-gated inwardly rectifying potassium channel KCNH2 (Homo sapiens), Q12809. dofetilide IC70 present. activation (rescue from dofetilide block), less the hit threshold, % at 10 µM. 310,000 compounds, 0.51% hits. AID 1511, 2009;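 active means activation above the mean of controls blocked by dofetilide plus 5 SD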;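 further: thallium influx through hERG after potassium depolarization seen as dye fluorescence rise; in these data hits start at about 4.7%; inactives centre near -7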
# PolyA inh: polyadenylation inhibitors in yeast reporter cells, primary screen, luminescence, S. cerevisiae | S. cerevisiae SKY197-pL101 polyadenylation reporter, beta-gal luminescence; efflux-impaired pdr1/pdr3 knockout yeast; score 100 = 6 SD above DMSO | calls only at 12 µM | 300,000 compounds, 0.02% hits | AID 1875, 2009;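 active means lowest replicate activity score at least 50, where 100 means six control SD above control mean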;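 further: yeast exposed to compound for 9 h at 30 °C; higher score means more reporter readthrough which indicates perturbed polyadenylation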
# KCNQ1 inh: inhibitors of human KCNQ1 channel, primary screen, cell-based, thallium flux, high-throughput | CHO-K1 KCNQ1, FluxOR thallium flux fluorescence; hits give high values | 310,000 compounds, 1.3% hits | B-score at 10 µM;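 active means compounds whose thallium flux B-score, printed positive for inhibition, exceeds three library SD while starting fluorescence stays within three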;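 further: channel opened by potassium depolarization with thallium stimulus after 20 min compound exposure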
# Platelet DG rel: inhibitors of platelet dense granule secretion, primary screen, cell-based, MLPCN, human platelets; AID 1663, 2009; inhibition, %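 (compounds screened at 7.5 µM in platelet-rich plasma)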; human platelet-rich plasma, SFLLRN dense granule ATP release, luminescence; 300,000 compounds, 0.22% hits;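 active means mean replicate score, as percent of positive control, at or above 50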
# TRPC4 PAM: positive allosteric modulators of TRPC4, primary screen, cell-based, mouse TRPC4beta, HEK293 mu-opioid, Fluo-4 calcium; B-score at 10 µM; 310,000 compounds, 0.42% hits; DAMGO EC20, Fluo-4 Ca2+ flux; hits give high values; Short transient receptor potential channel 4 (Mus musculus), Q9QUQ5; AID 2227, 2009;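 active means B-score of calcium response area above 5 SD of library B-scores, with initial fluorescence ratio within 5 SD of library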;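 further: B-score of integrated fluorescence ratio over time as area under calcium response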
# KCNK9 block: KCNK9 potassium channel inhibitors, primary screen, HEK293 cells, thallium flux; Potassium channel subfamily K member 9 (Homo sapiens), Q9NPC2; FluxOR thallium flux fluorescence; hits give low values; B-score at 10 µM; 310,000 compounds, 1.2% hits; AID 488922, 2010;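 active means ratio B-score over 3 SD below the library mean, with starting fluorescence within 5 SD of its mean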;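 further: negative B-score means less thallium flux so channel inhibition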
# Starred values were filed as active, the others as inactive; i = inactive; / = not tested or not shown.
SMILES,DYRK1A inh,KCNQ1 act,TRPC4 inh,KCNK3 block,TRPC4 act,hERG rescue,PolyA inh,KCNQ1 inh,Platelet DG rel,TRPC4 PAM,KCNK9 block
CCC(=NCCc1ccccc1)c1c(O)n(C2CCCCC2)c(=O)[nH]c1=O,3,i,i,i,i,-8,i,i,8,i,i
CC[C@@H](C(N)=O)N1CCCC1=O,/,i,i,/,i,-5,i,i,-7,i,i
CCCCCCn1c(O)c(C=Nc2c(C)n(C)n(-c3ccccc3)c2=O)c(=O)[nH]c1=O,-5,i,i,i,i,-10,i,i,0,i,i
c1ccc(CC2CCCCN2)cc1 (stereo not given),4,i,i,i,i,-4,i,i,-1,i,i
Cc1ccc(-c2nc3ccccc3c(=O)n2-c2cccc(C)n2)cc1,-3,i,i,i,i,-9,i,i,-2,i,i
CCCNC(=O)N1[C@H]2CC[C@@H]1C(C(=O)OC)=C(c1ccccc1)C2,5,i,i,i,i,-6,i,i,-1,i,i
CC1=CC(=C2C(=O)NC(=O)NC2=O)C=C(C(F)(F)F)N1C(C)C,-5,i,i,i,i,-4,i,i,5,i,i
O=C(c1cc(F)ccc1F)C1CCCN(CCCc2ccccc2)C1 (stereo not given),1,i,i,i,i,-16,i,i,1,i,i
O=C1NC(=O)N(c2ccc3c(c2)OCO3)C(=O)/C1=C/c1ccsc1,5,i,i,i,i,-6,i,i,4,i,i
O=C(Cc1ccccc1)N1CCN(Cc2ccccn2)CC1,-2,i,i,i,i,-3,i,i,-5,i,i
O=C(c1ccc(-c2ccccc2)c(F)c1)C1CCCN(CCO)C1 (stereo not given),3,i,i,i,i,-13,i,i,3,i,i
CCN1CCN(C(=O)COc2cc(=O)n(CC)c3ccccc23)CC1,1,i,i,i,i,-6,i,i,-4,i,i
COc1ccc(-n2c(/C=C/c3ccc4c(c3)OCO4)nc3ccccc3c2=O)cc1,5,i,i,i,i,-14,i,i,-14,i,i
O=c1c2ccccc2nc(SCC2CCCCO2)n1-c1ccccc1 (stereo not given),-8,i,i,i,i,-9,i,i,-1,i,i
COc1ccc(C2SCC(=O)Nc3c2c(C)nn3-c2ccccc2)cc1 (stereo not given),0,i,i,i,i,-6,/,i,13,i,i
CC1CN=C(Nc2ccc(F)cc2)S1 (stereo not given),/,i,i,i,i,2,i,i,-4,i,i
CC(c1ccccc1F)n1cc(C(=O)Nc2ccc3nc[nH]c3c2)nn1 (stereo not given),/,i,i,i,i,-7,i,i,-2,i,i
C[C@@]1(CO)[C@H](O)CC[C@@]2(C)[C@H]1CC[C@H]1C[C@@H]3C[C@@]12CC[C@]3(O)CO,/,i,i,/,i,-6,i,i,1,i,i
COc1ccc(CCNC(=O)c2c(N)n(CCN3CCOCC3)c3nc4ccccc4nc23)cc1,43,i,i,i,i,-16,i,i,9,i,i
C=C(C=O)CC1CC(O)[C@]2(C)OC3CC4OC5C[C@]6(C)O[C@]7(C)CCC8OC9C[C@]%10(C)OC%11C(C)=CC(=O)OC%11CC%10OC9C[C@@H](C)C8OC7CC6O[C@]5(C)CC5OC5C4OC3CC2O1 (stereo not given in full),1,i,i,i,i,-19,i,i,9,i,i
O=C1NC(=O)C(=Cc2cn(CCOc3ccc4c(c3)OCO4)c3ccccc23)C(=O)N1,-1,i,i,i,i,-6,i,i,14,i,i
C=CCn1c(O)c(C(CC)=Nc2cc(OC)ccc2OC)c(=O)[nH]c1=O,-4,i,i,i,i,-3,i,i,6,i,i
COc1cc2c(cc1OC)C(c1c(O)n(CCc3ccccc3)c(=S)[nH]c1=O)NCC2 (stereo not given),/,i,i,/,i,-7,i,i,-12,i,i
O=C(COC(=O)c1cccc(O)c1)Nc1ccc(Cl)cc1C(=O)c1ccccc1,38,i,i,i,i,-13,i,i,1,i,i
CC(C)CC12CN3CCN(CC(C3)/C1=N/O)C2,2,i,i,i,i,-16,i,i,5,i,i

# Some entries already given, limited to KCNQ1 inh:
Structure	KCNQ1 inh
COc1ccc(-n2c(/C=C/c3ccc4c(c3)OCO4)nc3ccccc3c2=O)cc1	i
O=c1c2ccccc2nc(SCC2CCCCO2)n1-c1ccccc1 (stereo not given)	i

# Remaining list, next part.
SMILES,DYRK1A inh,KCNQ1 act,TRPC4 inh,KCNK3 block,TRPC4 act,hERG rescue,PolyA inh,KCNQ1 inh,Platelet DG rel,TRPC4 PAM,KCNK9 block
Clc1ccccc1Nc1ncnc(-n2cccc2)n1,-4,i,i,i,i,-11,i,i,2,i,i
c1cncc(CNCCc2c[nH]c3ccccc23)c1,-9,i,i,i,i,-1,i,i,33,i,i
CCCCCCNC(=O)N[C@H](Cc1ccc(O)cc1)C(=O)NCCC[C@H]1CN2C(=NC[C@H]2CCC)N1CC1CCC1,/,i,i,/,i,-10,i,i,-5,i,i
CCc1ccc(CNCCc2ccc(F)cc2)cc1,5,i,i,i,i,-9,i,i,-4,i,i
O=C(c1cc(-c2ccccc2)on1)N1CCC2(CC1)OCCO2,/,i,i,/,i,-2,i,i,5,i,i
CC1CCC(C(C)C)C(OC(=O)Cn2c(COc3ccccc3)[n+](C)c3ccccc32)C1 (stereo not given),25,i,i,-8.9*,i,-41,i,10*,-1,i,-12*
C(=N\NC1=NCCCCC1)/c1c[nH]c2ccccc12,-6,i,i,i,i,-9,i,i,3,i,i
CN(C(=O)c1ccc(Cl)nc1)C1(c2ccccc2Cl)CCCCC1=O (stereo not given),-5,i,i,i,i,-7,i,i,-2,i,i
O=C1CN(C(=O)CN2CCCCC2)C(c2ccccc2)c2cc(Br)ccc2N1 (stereo not given),-12,i,i,i,i,-2,i,i,0,i,i
CNS(=O)(=O)c1ccc(N=Cc2c(O)n(-c3cccc(C)c3)c(=O)[nH]c2=O)cc1,3,i,i,i,i,-4,i,i,7,i,i
Cc1ncc(CN2CCCC(C(=O)c3cccc(Cl)c3)C2)s1 (stereo not given),3,i,i,i,i,-2,i,i,1,i,i
CCCCCc1nc2ccccc2c(=O)n1-c1ccccc1[N+](=O)[O-],11,i,i,i,i,-8,i,i,7,i,i
CCOC(=O)c1nc2ccccc2c(=O)n1-c1cccc(C)c1,6,i,i,i,i,-4,i,i,-7,i,i
COc1cc(-n2c(=S)[nH]c3ccc(C)cc3c2=O)c(Cl)cc1Cl,2,8*,i,i,i,2,i,i,-9,i,i
CCN(CC)CCNCC(=O)Nc1ccc(Cl)cc1C(=O)c1ccccc1,12,i,i,i,i,-10,i,i,-5,i,i
O=C(c1cccs1)N1C2CCC1CC(O)(c1cccnc1)C2 (stereo not given),-4,i,i,i,i,-5,i,i,-6,i,i
O=c1[nH]c(O)c(C=Nc2cccc(F)c2)c(=O)[nH]1,0,i,i,i,i,-6,i,i,1,i,i
O=c1[nH]c(=S)[nH]c(O)c1N=Nc1ccc2c(c1)OCO2,-8,i,i,i,i,-15,i,i,1,i,i
COc1ccc(/C=C/C(=O)c2c(O)n(CCC3=CCCCC3)c(=O)[nH]c2=O)cc1OC,-5,i,i,i,i,-8,i,i,-3,i,i
COc1ccc(OC)c(C(c2c(O)c3ccccc3oc2=O)c2c(C)n(C)n(-c3ccccc3)c2=O)c1 (stereo not given),4,i,i,i,i,-16,i,i,2,i,i
COc1cccc(O)c1CN1CCCC(C(=O)c2sccc2C)C1 (stereo not given),-1,i,-9*,i,i,-12,i,i,1,i,i
CCC(=O)N1CC(=O)Nc2ccc(F)cc2C1c1ccccc1 (stereo not given),1,i,i,i,i,-13,i,i,-9,i,i
COc1c(C=C2C(=O)NC(=O)NC2=O)c(CCN(C)C(=O)c2ccccc2)cc2c1OCO2,-2,i,i,i,i,-9,i,i,8,i,i
CN1CCN(c2ccc([N+](=O)[O-])c(NCC3CCCO3)c2)CC1 (stereo not given),-1,i,i,i,i,-7,i,i,31,i,i
O=C1NC(=S)NC(=O)C1=Cc1cccn1-c1ccc(O)cc1,-7,i,i,i,i,-14,i,i,-10,i,i
# Following part
SMILES,DYRK1A inh,KCNQ1 act,TRPC4 inh,KCNK3 block,TRPC4 act,hERG rescue,PolyA inh,KCNQ1 inh,Platelet DG rel,TRPC4 PAM,KCNK9 block
CN(C)c1ccc(C=C(C#N)C#N)cc1,-2,i,i,i,i,-8,i,i,2,i,i
Cc1nn(Cc2ccccc2)c(C)c1C=C1C(=O)NC(=S)NC1=O,-1,i,i,i,i,-12,i,i,-8,i,i
Cn1c(O)c(/C=C2\C=Nc3ccc(Br)cc32)c(=O)n(C)c1=O,13,i,i,i,i,-10,i,i,4,i,i
CCOC(=O)C(O)(c1ccc(N=c2ccccn2C)cc1)C(F)(F)F (stereo not given),/,i,i,i,i,-1,i,i,5,i,i
CN(C)C(=O)Oc1ccc2c(c1)O/C(=C\c1ccc(Cl)cc1)C2=O,2,i,i,i,i,-5,i,i,-1,i,i
O=c1[nH]c(O)c(C=Nc2ccccc2Sc2ccccc2)c(=O)[nH]1,-10,i,i,i,i,-9,i,i,3,i,i
C=CCn1c(O)c(C(C)=NC2CC2)c(=O)[nH]c1=O,4,i,i,i,i,-5,i,i,0,i,i
Cc1nn(Cc2ccccc2)c(C)c1C(=O)OCC(=O)NCc1ccco1,-4,i,i,i,i,-7,i,i,-5,i,i
Cc1cccc(-n2c(=S)[nH]c3ccccc3c2=O)n1,-3,i,i,i,i,-5,i,i,0,i,i
CN1CC(C(=O)c2cccs2)C(c2ccc(Cl)cc2)C1 (stereo not given),-2,i,i,i,i,-6,i,i,3,i,i

# Not all compounds are listed; rates above refer to the full screens.
